RXFP1 antagonist: blocks the human relaxin receptor RXFP1; Q9HBX9; HEK293-RXFP1, relaxin-stimulated cAMP HTRF, 30 min; active compounds read low; activity change, negative = inhibition, % at 57.5 µM; 350,000 compounds, 0.59% hits; AID 1259400;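 active = activity change of -60% or lower, but not beyond a set lower limit; inconclusive = change between -60% and -40%, or beyond the set limit; inactive = change above -40%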; note: % is set by controls: 0 for no effect and ±100 for the full control effect
RXFP1 ag: activates the human relaxin receptor RXFP1. Q9HBX9. HEK293T-RXFP1 cAMP TR-FRET, 30 min; response scale: percent of porcine relaxin response, buffer zero. Potency, µM (doses to about 57.5 µM), for the others: at the highest dose activation, most hits filed as activators. 370,000 compounds, 0.3% hits. AID 2676; note: potency is the fitted concentration of half-maximal effect; % is set by controls: 0 for no effect and ±100 for the full control effect; nearly all actives have a fitted effect of over 60% in size; many of its hits are not listed in these tables
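Agonist response is measured as cAMP accumulation in an RXFP1-transfected HEK293T line under PDE4 inhibition. Values are scaled between buffer-only and 29 nM porcine relaxin, and EC50s come from standard Hill equation fits.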
D1 PAM: human D1 dopamine receptor positive modulation; P21728; HEK293 TREx D1 cells, calcium flux, dopamine EC20 potentiation; potentiation, % at 10 µM; 360,000 compounds, 0.036% hits; in the data active = potentiation above about 30%; note: 0% is about no effect
D2 PAM: positively modulates the human D2 dopamine receptor allosterically; HEK293 T-REx D2, calcium flux, EC20 dopamine potentiation; 340,000 compounds, 0.34% hits; potentiation, % at 10 µM;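 active = potentiation over 3 SD above the plate norm, cut at about 30% in these data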; note: 0% is about no effect
Target sequence (P14416 whole entry, looked up): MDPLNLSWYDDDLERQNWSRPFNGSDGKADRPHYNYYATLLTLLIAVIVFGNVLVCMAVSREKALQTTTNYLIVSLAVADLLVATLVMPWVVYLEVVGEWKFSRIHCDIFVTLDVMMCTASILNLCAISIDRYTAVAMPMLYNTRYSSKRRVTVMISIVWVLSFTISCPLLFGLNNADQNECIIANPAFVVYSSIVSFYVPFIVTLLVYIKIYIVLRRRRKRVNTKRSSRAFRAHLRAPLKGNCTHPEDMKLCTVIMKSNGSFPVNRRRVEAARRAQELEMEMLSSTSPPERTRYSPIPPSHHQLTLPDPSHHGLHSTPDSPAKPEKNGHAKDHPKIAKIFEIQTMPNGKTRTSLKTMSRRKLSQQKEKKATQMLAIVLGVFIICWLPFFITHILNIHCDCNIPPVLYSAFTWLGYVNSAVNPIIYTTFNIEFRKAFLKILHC
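Potentiation of an EC20 dopamine calcium response is measured in a force-coupled, tetracycline-inducible Hek293 Trex D2 line. Compound-only kinetic reads over 180 s flag agonists before dopamine addition.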
TRHR ag: activates the human TRH receptor; TRHR cells, calcium flux fluo-8, FDSS agonist mode; activation, % at 2 µM; 360,000 compounds, 0.18% hits; AID 493084; in the data active = activation above about 30%; note: 0% is about no effect
Target sequence (P34981 whole entry, looked up): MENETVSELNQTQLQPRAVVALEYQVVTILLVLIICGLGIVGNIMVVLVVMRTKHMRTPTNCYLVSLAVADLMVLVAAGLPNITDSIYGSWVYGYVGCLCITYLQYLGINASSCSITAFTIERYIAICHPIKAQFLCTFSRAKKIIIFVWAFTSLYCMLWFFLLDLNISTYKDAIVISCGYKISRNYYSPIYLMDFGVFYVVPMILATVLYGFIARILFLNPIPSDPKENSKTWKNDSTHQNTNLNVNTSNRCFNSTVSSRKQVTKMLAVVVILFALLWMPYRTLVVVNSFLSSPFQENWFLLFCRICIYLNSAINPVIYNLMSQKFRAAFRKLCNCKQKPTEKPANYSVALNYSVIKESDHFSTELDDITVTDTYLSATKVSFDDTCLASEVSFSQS
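Agonist-mode FDSS calcium read (Ex 480/Em 530, 1 s cycles) in 1536-well TRHR cells with fluo-8 dye, after 10-cycle baseline and 23 nL compound addition; TRH at EC20 (10 nM final) added afterwards for the enhancer phase.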
TRHR enhancer: TRH receptor (human) allosteric enhancement; P34981; TRHR cells, fluo-8 calcium fluorescence, EC20 TRH enhancement; enhancement, % at 2 µM; 360,000 compounds, 0.66% hits; AID 493056; in the data active = enhancement above about 30%; note: 0% is about no effect
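TRHR-expressing cells loaded with fluo-8 calcium dye were read kinetically (ex 480/em 530) during compound addition, then stimulated with an EC20 of TRH (10 nM final). Enhancement of the Gq-mediated intracellular calcium response was scored.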
D1 agonist: agonists of human D1 dopamine receptor; P21728; activation, % at 2 µM; 360,000 compounds, 1% hits; AID 504660; HEK293 T-REx D1 cells, calcium flux, agonist mode; in the data active = activation above about 30%; note: 0% is about no effect
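Inducible HEK293 T-REx D1 cells, force-coupled to calcium signalling, were plated at 4000 cells/well with tetracycline and held overnight at 30 C. After no-wash calcium dye loading, compound-evoked calcium rise over 180 s flagged agonists.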
D1 antagonist: blocks dopamine activation of the human D1 receptor. P21728. HEK293 TREx D1 cells, calcium flux, dopamine EC80; active compounds read low. activity change, negative = inhibition, % at 10 µM. 360,000 compounds, 3.2% hits. AID 504652; in the data active = activity change below about -30%; note: % is set by controls: 0 for no effect and ±100 for the full control effect
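Antagonism measured as reduced calcium response to an EC80 dopamine addition following 180 s compound pre-read; cells were inducible HEK293 Trex D1 plated overnight at 30 C, read kinetically at 1 cycle/sec.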
Apoferritin bind: candidate novel general anesthetic via apoferritin binding | P02791 | Potency, µM (series often up to 77.5 µM), for inactives: at the top dose activity change, negative = displacement, most hits filed as inhibitors | 350,000 compounds, 0.074% hits | apoferritin/1-aminoanthracene competitive binding, fluorescence; note: potency is the fitted concentration of half-maximal effect; % is set by controls: 0 for no effect and ±100 for the full control effect; nearly all actives have a fitted effect of over 20% in size
Target sequence (P02791 2-175 limits assumed): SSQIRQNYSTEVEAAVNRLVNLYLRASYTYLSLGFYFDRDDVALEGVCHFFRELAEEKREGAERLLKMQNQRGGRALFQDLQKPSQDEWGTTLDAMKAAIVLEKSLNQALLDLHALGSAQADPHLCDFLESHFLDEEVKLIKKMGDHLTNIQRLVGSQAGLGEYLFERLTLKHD
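10 uM apoferritin + 50% sat. 1-AMA, PBS; cpd 10 min RT; Ex380/Em535 endpoint; normalized to free probe vs complex; 4-param Hill fit; propofol titration as pos. ctrl.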
Active calls of the source: *; ? = inconclusive; . = not tested or not shown; & = joins results of further samples; [ ] = remark or other dose. Unless noted, calls come from the whole dose curve; as a rule, active = well fitted curve in the direction sought with a large enough effect; inconclusive = small, poorly fitted or top-dose-only effect, or another doubt; inactive = no such curve, though single readings can be large; an effect the other way counts as inactive or inconclusive.

SMILES	RXFP1 antagonist	RXFP1 ag	D1 PAM	D2 PAM	TRHR ag	TRHR enhancer	D1 agonist	D1 antagonist	Apoferritin bind
COc1cccc(-n2c(SCC(N)=O)nc3c([nH]c4ccccc43)c2=O)c1	-16	1.5%	-5	0	-0.4	37*	5	-11	3%
O=C(c1cccs1)N(C(=O)c1cccs1)c1ccc(Br)cn1	-15	0.0%	24	-6	0.5	-2	2	-14	-16%
CCOC(=O)C1(CC)NC(c2ccco2)C2C(=O)N(CC)C(=O)C21 (stereo not given)	13	0.2%	-4	9	0.4	15	1	-4	2%
COc1ccc(CCC(=O)NCCS(=O)(=O)N2CCN(c3ccccc3OC)CC2)cc1	?	0.2%	1	4	-0.6	1	19	-33*	-2%
O=C(NCCN1CCN(c2ccccc2F)CC1)C1CCCN(S(=O)(=O)c2cnc[nH]2)C1 (stereo not given)	.	0.3%	.	12	-0.5	10	5	-45*	-7%
C=CCSc1nnc(N2C(=O)C(O)=C(C(=O)c3ccco3)C2c2ccccc2F)s1 (stereo not given)	-3	?	-2	-1	12	1	27	15	?
CCCCN1CC(=O)N2[C@H]3c4cc(Cl)ccc4OC[C@@H]3[C@H](C(=O)OCC)[C@]2(C)C1=O	.	0.0%	4	9	0.0	-1	2	-13	.
COc1cc(NC(=O)c2cc3c(=O)n(Cc4ccco4)ccc3nc2C)cc(OC)c1OC	4	-3.6%	-4	10	-0.2	-3	0	-26	-10%
CC1S/C(=C(\C#N)C(=O)NCc2ccco2)N(c2ccc(F)cc2)C1=O (stereo not given)	-5	-0.2%	-2	-6	0.6	-5	4	2	-17%
O=[N+]([O-])c1cccc(S(=O)(=O)N/N=C\c2ccc3c(c2)OCO3)c1	11	-1.3%	-1	2	0.1	-1	2	23	-14%
CCCN1CCN(S(=O)(=O)c2c(C)[nH]c(C)c2C(=O)N2CCCCC2)CC1	18	0.0%	-5	-2	0.8	-3	1	8	-2%
CN(c1ccc(OCC(=O)N2CCCCC2)cc1)S(=O)(=O)c1cccs1	-7	1.1%	-4	0	-0.4	-4	8	-22	-18%
Cc1cc(NC(=O)CC(C)C)c(=O)n(Cc2ccccc2F)c1	4	0.5%	0	5	0.2	-4	-1	-2	?
CCOc1cc(/C=N\NC(=O)Cc2ccccc2)ccc1OCC(=O)Nc1ccc(C)c(C)c1	.	-0.8%	-3	-9	0.3	-2	1	.	-18%
COc1ccccc1NC(=S)N=Nc1c(O)[nH]c2ccc(Br)cc12	3	2.6%	-3	4	-0.5	-5	0	-2	-2%
CCOc1ccccc1-c1nnc(SCC(=O)Nc2ccccc2)o1	0	0.2%	12	-8	-1.0	1	5	6	0%
CC1Cc2ccccc2N1S(=O)(=O)c1cccc(C(=O)NCC(c2ccco2)N2CCCC2)c1 (stereo not given)	-6	0.2%	-3	-2	1.5	11	6	8	.
O=C(/C=C/c1ccc(Cl)c(C(F)(F)F)c1)N1CCN(c2ccccn2)CC1	1	1.4%	-2	9	-0.3	14	10	3	?
Cc1nc(NC(C)C)c2cnn(CCc3ccccc3)c2n1	-3	0.6%	2	1	0.4	-7	2	9	-6%
CCc1ccc(NC(=O)c2ccc3c(O)c(S(=O)(=O)c4ccc(Cl)cc4)c(=O)[nH]c3c2)cc1	7	-1.2%	0	0	0.2	-3	3	-14	0%
Cc1ccc(NC(=O)COC(=O)CC2CCCC2)cc1Cl	.	0.0%	-2	.	0.7	-2	2	2	?
CC(C)C(=O)Nc1cccc(C(=O)Nc2ccc(S(=O)(=O)Nc3nccs3)cc2)c1	-9	1.8%	-8	1	0.3	3	3	-1	9%
CCS(=O)(=O)n1nc(-c2ccc(Cl)cc2)nc1SC	-2	3.0%	-2	9	-0.5	-9	5	2	-19%
Cc1cc(OCC(=O)NCc2ccncc2)c2c(C)c(C)c(=O)oc2c1	-5	8.8%	1	-3	0.5	1	2	9	-2%
CC(C)(C)C(=O)Nc1ccc(C(=O)NCc2cccnc2)cc1	-6	0.1%	8	-1	-0.3	2	1	-4	-10%
Cc1cccc(-n2c(O)c(C=Nc3c(C)n(C)n(-c4ccccc4)c3=O)c3ccccc3c2=O)n1	7&-5	0.8%	1	-7	0.5	18	0	-6	-4%
COc1ccc(OC)c(CN2CCN(CC(=O)Nc3ccccc3C(=O)NC3CC3)CC2)c1	3	0.5%	-10	-9	0.1	4	-1	-13	.
Cc1ccc(NC(=O)COC(=O)CCc2nc3ccccc3n2-c2ccccc2)c(C)c1	-4	0.4%	0	-5	0.7	-7	1	3	5%
COc1ccc(C)cc1S(=O)(=O)N1CC(C)OC(C)C1 (stereo not given)	-13	-2.5%	2	23	-0.4	5	-1	14	-10%
COc1cc2c(cc1OC)C1(CCCC1)C(N)=C2C#N	4	-2.9%	-6	0	-0.6	0	-1	-5	-12%
COc1cc(/C=N/Nc2ccc(Cl)c(C(=O)O)c2)ccc1OC(=O)c1ccccc1F	-10	-0.4%	2	.	-0.3	-6	0	-8	-11%
Cc1c(Cl)cccc1NC(=O)CCN1CCC(C(N)=O)CC1	-7	0.2%	4	-6	0.5	-14	0	-7	-5%
CCCc1cc(=O)[nH]c(SCC(=O)c2cc(C)n(CCOC)c2C)n1	0	2.0%	-1	9	-0.3	1	0	3	-9%
O=c1c2c3c(sc2nc2sc(C4CC4)nn12)CCCC3	2	18%	-4	0	-0.5	-1	0	1	1%
O=C(NCC1CC1)c1ccc(Oc2cc(Cl)cc(Cl)c2)o1	3	-0.3%	4	11	-1.0	1	1	16	4%
COc1ccccc1CN1C(=O)[C@@H]2C(CC(N)=O)NC3(C(=O)Nc4c3ccc(Cl)c4C)[C@@H]2C1=O (stereo not given in full)	6	2.0%	1	10	1.2	-24	2	1	-9%
Cc1ccc(/C=N/NS(=O)(=O)c2ccc([N+](=O)[O-])cc2)o1	-9	1.1%	0	7	-0.3	2	4	3	-6%
CCOC(=O)c1ccccc1NC(=O)COc1coc(CN2CCc3ccccc32)cc1=O	-21	0.1%	0	2	0.1	3	2	14	.
CCOC(=O)Cc1csc(NC(=S)NC(=O)C(C)(C)C)n1	-8	0.0%	-5	13	0.9	-2	13	-4	-2%
Cc1c(C)c2c(OCC(=O)N3CCC(C(=O)NCC(C)C)CC3)cc3c(c2oc1=O)CCC(C)(C)O3	34	2.1%	2	-3	-1.3	-4	0	11	-3%

3 of these compounds in a different format:
Each structure is followed by: RXFP1 antagonist, RXFP1 ag, D1 PAM, D2 PAM, TRHR ag, TRHR enhancer, D1 agonist, D1 antagonist, Apoferritin bind
> COc1ccccc1CN1C(=O)[C@@H]2C(CC(N)=O)NC3(C(=O)Nc4c3ccc(Cl)c4C)[C@@H]2C1=O (stereo not given in full)
    6, 2.0%, 1, 10, 1.2, -24, 2, 1, -9%
> Cc1ccc(/C=N/NS(=O)(=O)c2ccc([N+](=O)[O-])cc2)o1
    -9, 1.1%, 0, 7, -0.3, 2, 4, 3, -6%
> CCOC(=O)c1ccccc1NC(=O)COc1coc(CN2CCc3ccccc32)cc1=O
    -21, 0.1%, 0, 2, 0.1, 3, 2, 14, .

Next section:
SMILES	RXFP1 antagonist	RXFP1 ag	D1 PAM	D2 PAM	TRHR ag	TRHR enhancer	D1 agonist	D1 antagonist	Apoferritin bind
COc1cc(CNCCSc2nnnn2C)ccc1OCc1ccc(F)cc1	.	2.9%	-4	-14	1.2	-4	11	15	?
COc1cccc(CNC(=O)CCCN2C(=O)C(c3ccccc3)Oc3cccnc32)c1OC (stereo not given)	-10	-0.5%	-6	5	-2.2	-2	2	5	-7%
CCOc1ccc(C(=O)c2nc3c(n2O)CCCC3)cc1	0	-1.6%	0	-6	0.4	17	1	0	-12%
CCOC(=O)c1c(NC(=O)CN2C(=O)NC(C)(c3ccc(OC(F)F)cc3)C2=O)sc(C)c1C (stereo not given)	-2	0.3%	-1	5	2.6	3	31*	21	-12%
COc1ccccc1N1CCN(S(=O)(=O)CCNC(=O)c2cc(=O)c3ccccc3o2)CC1	-2&-11	2.4%&2.1%	-5&-1	3&1	-1.0&-0.6	5&5	1&-1	-13&-24	-8%&-14%
N#Cc1ccccc1NC(=O)CNc1ccccc1N1CCCCC1	-12	2.0%	-2	4	0.0	-10	2	-1	-9%
CCOC(=O)C1CCN(C(=O)Cn2c(=O)cc(C)c3c(C)nn(C)c32)CC1	-10	?	-6	7	0.4	3	11	-1	-3%
O=C1NC2(CCC3(CC2)OCCO3)NN1c1ccccc1	5	-1.3%	-3	2	0.6	10	2	3	-8%
O=C(COc1ccc(F)cc1)N1CCCc2ccccc21	-10	-3.7%	2	7	-0.5	-25	-1	3	-16%
O=S1(=O)N=C(N2CCc3ccccc3C2)c2ccccc21	-6	0.2%	-8	-5	-0.1	-9	2	-6	-18%
COc1ccc2nc(N(Cc3cccnc3)C(=O)Cc3ccccc3)sc2c1	-11	-2.6%	-1	4	-0.5	3	18	.	58%[activator]
Cc1c(C(=O)N(C)C)sc2c1c(=O)n(-c1ccc(Cl)c(Cl)c1)c(=O)n2Cc1ccc(F)cc1	-16	2.8%	-4	-11	0.3	-2	5	1	30%
CCOc1c(Br)cc(/C=C(\C#N)C(=O)NC2CC2)cc1OC	-9	4.3%	6	-5	0.2	-6	2	-9	-17%
Cc1ccc(S(=O)(=O)/N=C(/Nc2ccc3[nH]c(=O)[nH]c3c2)c2ccc(F)cc2)cc1	-2	-0.4%	1	-2	-0.3	3	2	-10	-14%
Cc1nc(NCc2ccccc2)c(C(N)=O)c2c1COC(C)(C)C2	-2	-0.6%	-1	4	0.8	-4	1	0	-11%
CC1CN(S(=O)(=O)c2ccc(C(=O)N(CCCN(C)C)c3nc4cc5c(cc4s3)OCCO5)cc2)CC(C)O1 (stereo not given)	-8	-0.1%	0	-11	1.0	-2	6	16	.
NCCNc1cc(N2CCCC2)ccc1[N+](=O)[O-]	-8	4.7%	-4	1	-0.9	6	-2	24	-23%
O=C(NCc1ccccn1)C(=O)NCC1OCCCN1S(=O)(=O)c1ccc(F)cc1 (stereo not given)	1	3.2%	1	-11	0.1	23	3	6	-6%
CC(C)[C@@H](C(=O)NCC1CCC(C(=O)O)CC1)n1nnc2ccccc2c1=O (stereo not given in full)	6	2.1%	7	16	0.6	13	1	5	-4%
Cc1ccc(NC(=O)/C(=C\c2ccc3c(c2)OCO3)NC(=O)c2ccco2)cc1	3	4.3%	-6	-5	-1.0	-20	2	-5	-19%
CCN(CC(=O)Nc1cc(Cl)ccc1C)c1ncnc2sc(C)c(C)c12	-4	0.4%	-6	-4	-0.2	8	3	-19	-7%
C=CCSc1nnc(NC(=O)CSc2nc(CCC)cc(=O)[nH]2)s1	-9	0.5%	6	5	-0.7	10	-1	11	-17%

Source: PubChem BioAssay

The list is partial; rates above refer to the full screens.
